Source: PubChem
Pin1 inhibitor: qHTS Assay to Find Inhibitors of Pin1. Potency, µM (top dose mostly 115 µM), without a hit: at the top dose activity, negative = inhibition, hits mostly inhibitors. Peptidyl-prolyl cis-trans isomerase NIMA-interacting 1 (Homo sapiens), Q13526. AID 504891, 2011. Pin1 FP peptide displacement, HiFluor488, 10 min. 390,000 tested, 0.009% active; active means well fitted inhibition curve with a large enough effect in the polarisation, with a control signal flat, not every such curve was filed as active; inconclusive means small, poorly fitted or top-dose-only effect, or effect the other way, or a change in a side signal; inactive means no such curve, though single readings can be large or run the other way; the % refers to the polarisation; further: potency means the concentration at half of the fitted maximal effect; on the % scale 0 is the no-effect control and ±100 the full control effect
HP1b binding inh: HTS for Inhibitors of HP1-beta Chromodomain Interactions with Methylated Histone Tails. Chromobox protein homolog 1 (Homo sapiens), P83916. AlphaScreen HP1-beta / biotin-H3K9me3 peptide binding. Potency, µM (top dose mostly 114 µM), for the others: at the top dose activity change, negative = inhibition, usual class: inhibitors. 390,000 tested, 0.56% active; further: potency means the concentration at half of the fitted maximal effect; nearly all actives have a fitted effect of over 70% in size; inactives centre near 23
Target sequence (P83916 whole entry, looked up): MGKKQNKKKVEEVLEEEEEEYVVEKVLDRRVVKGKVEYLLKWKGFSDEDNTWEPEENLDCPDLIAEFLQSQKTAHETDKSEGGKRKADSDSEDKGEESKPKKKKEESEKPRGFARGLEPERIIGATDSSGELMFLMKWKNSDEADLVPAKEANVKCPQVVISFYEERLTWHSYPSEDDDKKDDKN
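Compound inhibition of the preformed complex between 50 nM HP1-beta and 50 nM biotinylated H3K9me3 peptide was read by AlphaScreen. Buffer was PBS pH 7.4 with 0.01% Tween-20. Incubations ran 30 min at room temperature, with 10 ug/mL donor/acceptor beads.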
Tb PGK inh: qHTS Assay to Find Inhibitors of Phosphoglycerate Kinase. Phosphoglycerate kinase, glycosomal (Trypanosoma brucei brucei), P07378. Potency, µM (top dose mostly 57.5 µM), for inactives: top-dose activity change, negative = inhibition, hits mostly inhibitors. 380,000 tested, 0.043% active. PGK/GAPDH coupled, Kinase-Glo luminescence, 60 min; further: potency means the concentration at half of the fitted maximal effect; on the % scale 0 is the no-effect control and ±100 the full control effect; nearly all actives have a fitted effect of over 60% in size
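Recombinant glycosomal PGK reaction used 1,3-bisphosphoglycerate generated in-well by GAPDH (100nM final) in 100mM TEA pH 7.6, 5mM MgCl2, 0.01% Tween-20. After 60 minutes at room temperature, ATP was read by Kinase-Glo Plus luminescence end-point.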
GLS inhibitor: qHTS for Inhibitors of Glutaminase (GLS); Glutaminase kidney isoform, mitochondrial (Homo sapiens), O94925; GLS enzymatic activity, qHTS titration; Potency, µM (doses to about 45.5 µM), without a hit: top-dose activity change, negative = inhibition, most hits filed as inhibitors; 410,000 tested, 0.21% active; AID 624170, 2012; further: potency means the concentration at half of the fitted maximal effect; on the % scale 0 is the no-effect control and ±100 the full control effect
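hKGA in 45 mM KH2PO4 (pH 8.2), 0.02% Tween-20 with compound, then 1mM L-Glutamine (stock as added) plus glutamate oxidase/HRP/Amplex red coupling mix. Fluorescence read initially and after 30 min at RT; signal change reflects glutamate formation.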
Pol eta inh: qHTS for Inhibitors of Polymerase Eta | DNA polymerase eta (Homo sapiens), Q9Y253 | recombinant Pol eta, fluorescent DNA replication assay | Potency, µM (series often up to 114 µM), for inactives: at the top dose activity change, negative = inhibition, usual class: inhibitors | 390,000 tested, 1.2% active | AID 588591, 2011; further: potency means the concentration at half of the fitted maximal effect; on the % scale 0 is the no-effect control and ±100 the full control effect
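Fluorescent replication assay: 50 nM final substrate added after a 15 min room-temperature compound preincubation with 10 nM enzyme. Signal taken at 0 min and again at 10 min.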
BAZ2B block: qHTS Assay for Inhibitors of BAZ2B; Bromodomain adjacent to zinc finger domain protein 2B (Homo sapiens), Q9UIF8; AlphaScreen BAZ2B-H3K14Ac peptide displacement; Potency, µM (titrated, usually from 114 µM), for inactives: top-dose activity change, negative = inhibition, most hits filed as inhibitors; 360,000 tested, 4.4% active; further: potency means the concentration at half of the fitted maximal effect; on the % scale 0 is the no-effect control and ±100 the full control effect; nearly all actives have a fitted effect of over 60% in size
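Complex of BAZ2B and biotin-H3K14Ac (50 nM apiece) forms over 30 min at RT, then faces library compounds up to 110 uM for another 30 min; AlphaScreen beads added, 20 min dark incubation, luminescence read.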
G9a block: qHTS Assay for Inhibitors of Histone Lysine Methyltransferase G9a; G9a H3K9 monomethylation, AlphaScreen, 2 h; 350,000 tested, 8.8% active; Potency, µM (titrated, usually from 102 µM), inactives show top-dose activity, negative = inhibition, usual class: inhibitors; Histone-lysine N-methyltransferase EHMT2 (Homo sapiens), Q96KQ7; further: potency means the concentration at half of the fitted maximal effect; on the % scale 0 is the no-effect control and ±100 the full control effect; nearly all actives have a fitted effect of over 75% in size
Target sequence (Q96KQ7 913-1193 limits assumed): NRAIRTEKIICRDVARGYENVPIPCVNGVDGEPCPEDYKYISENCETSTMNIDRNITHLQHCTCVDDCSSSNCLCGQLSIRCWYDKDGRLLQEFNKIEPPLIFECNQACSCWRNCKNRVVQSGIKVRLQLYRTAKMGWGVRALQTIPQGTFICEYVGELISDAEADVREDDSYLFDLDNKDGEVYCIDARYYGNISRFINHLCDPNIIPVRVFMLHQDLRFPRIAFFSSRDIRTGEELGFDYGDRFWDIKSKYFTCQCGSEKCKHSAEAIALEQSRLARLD
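Compounds were preincubated with 20 nM G9a for 15 min, after which biotinylated H3K9 peptide (500 nM) and SAM (20 uM) started a 2 h room-temperature reaction. Monomethylated product was quantified by antibody-based AlphaScreen chemiluminescence.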
JMJD2A Tudor inh: qHTS Assay for Inhibitors of JMJD2A-Tudor Domain; Lysine-specific demethylase 4A (Homo sapiens), O75164; AlphaScreen JMJD2A-Tudor / H3K4me3 peptide binding; 390,000 tested, 4.4% active; Potency, µM (doses to about 114 µM), for inactives: top-dose activity change, negative = inhibition, hits mostly inhibitors; further: potency means the concentration at half of the fitted maximal effect; on the % scale 0 is the no-effect control and ±100 the full control effect; nearly all actives have a fitted effect of over 50% in size
PI4K2A block: qHTS for small molecular inhibitors of PI4K2A | Phosphatidylinositol 4-kinase type 2-alpha (Homo sapiens), Q9BTU6 | purified PI4K2A, ADP-Glo luminescence, 1 h; stronger effect = lower value | activity change, negative = inhibition, % at 76.9 µM | 420,000 tested, 0.13% active | AID 1346378, 2018; in the data active means activity change below about -50%; inconclusive means mostly about -30% to -49%;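 further: -100% = wells without enzyme as full effect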
Target sequence (Q9BTU6 whole entry, looked up): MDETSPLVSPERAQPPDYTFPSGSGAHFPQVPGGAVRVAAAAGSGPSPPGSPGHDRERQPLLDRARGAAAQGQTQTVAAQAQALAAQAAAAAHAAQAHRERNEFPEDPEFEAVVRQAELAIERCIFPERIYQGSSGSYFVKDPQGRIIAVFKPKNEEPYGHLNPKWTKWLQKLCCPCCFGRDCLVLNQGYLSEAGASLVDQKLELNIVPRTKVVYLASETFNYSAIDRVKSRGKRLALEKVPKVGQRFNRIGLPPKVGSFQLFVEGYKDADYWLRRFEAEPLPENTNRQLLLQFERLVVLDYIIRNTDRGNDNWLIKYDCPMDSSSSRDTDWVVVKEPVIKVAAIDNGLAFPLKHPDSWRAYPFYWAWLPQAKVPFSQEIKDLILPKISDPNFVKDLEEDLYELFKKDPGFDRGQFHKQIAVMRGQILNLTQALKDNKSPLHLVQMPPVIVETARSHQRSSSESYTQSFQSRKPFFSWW
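In this quantitative HTS, ADP production by PI4K2A was quantified luminescently after 1 h at ambient temperature; 100 microM adenosine served as plate-quality control.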
An asterisk follows results filed as active; i = inactive; ? = inconclusive; nt = no result given; & = joins results of further samples; [ ] = dose if it differs, or a comment. Unless noted, the call rests on the fitted dose curve; in most records, active means well fitted curve in the direction sought with a large enough effect; inconclusive means small, poorly fitted or top-dose-only effect, or another doubt; inactive means no such curve, though single readings can be large; an effect the other way counts as inactive or inconclusive.

No.	Pin1 inhibitor	HP1b binding inh	Tb PGK inh	GLS inhibitor	Pol eta inh	BAZ2B block	G9a block	JMJD2A Tudor inh	PI4K2A block	SMILES
1	-3%	?	10%	16%	-2%	?	10µM*	25µM*	1	O=C(c1ccc(F)cc1)N1CCN(Cc2ccccc2Br)CC1
2	0%	28%	-2%	-2%	-9%	0%	?	-23%	-20	COC(=O)CSc1ccc(-c2nc3ccc(C)cc3[nH]2)cn1
3	?	25%	-3%	-4%	-4%	-22%	nt	-14%	-1	CC(NC(=S)NC1CCCCC1)c1ccc(C(C)(C)C)cc1 (centres undefined)
4	2%	-16%	1%	-3%	-7%	7%	9%[12.7 µM]	-18%	2	CCCCn1c(N)c(N(CC)C(=O)c2ccc(N(C)S(=O)(=O)c3ccc(C)cc3)cc2)c(=O)[nH]c1=O
5	-10%	12%	-1%	5%	-10%	nt	nt	-20%	5	O=C(CCC(=O)N1CCN(S(=O)(=O)c2ccccc2)CC1)c1ccc(Br)cc1
6	2%	17%	-4%	-1%	-8%	-3%	5%	-17%	-1	O=C(CN(c1ccccn1)S(=O)(=O)c1ccccc1)Nc1ccccc1
7	-2%	44%[activator]	2%	3%	-10%	6%	8%	-29%	3	O=C(O)C1C2C=CC(C2)C1C(=O)NCCCn1ccnc1 (centres undefined)
8	8%	42%[activator]	1%	4%	-14%	4%	-6%[59 µM]	1%	5	CCc1ccccc1N(C1=NCCCS1)S(=O)(=O)c1ccc(C(C)(C)C)cc1
9	1%	27%	-12%	-9%	-10%	-17%	-1%	-23%	-1	O=c1c2ccccc2nc(SCCN2CCOCC2)n1CCc1ccccc1
10	-5%	39%[activator]	4%	-11%	-9%	8%	17%	-14%	-2	Cc1ccc2c(c1)c(-c1ccccc1)nc1nncn12
11	-3%	-12%	i	?	1%	79µM*	2%[0.501 µM]	3.5µM*	1	CC/C(O)=C(\C#N)c1nnc2n1CCCCC2
12	14%	0%	i	-8%	-14%	?	-45%[59 µM]	-29%	1	COCCCNC(=O)CCCn1c(SCC(=O)c2ccc(Br)cc2)nc2c(sc3ccccc32)c1=O
13	-3%	18%[57 µM]	i	-6%	-1%	nt	nt	-11%	3	O=C1CCN(Cc2ccccc2)C(=S)N1
14	-6%	22%	-1%	-7%	-9%	2%	9%[12.7 µM]	-17%	-3	NCc1cccc(-n2cccn2)c1
15	?	43%[activator]	i	-4%	-5%	10%	-26%	-16%	-12	CN(CC(=O)NCCC1=CCCCC1)S(=O)(=O)c1ccc2c(c1)c(=O)n(C)c(=O)n2C
16	-14%	28%	9%	-6%	-2%	8%	22%	-16%	-2	COc1ccc(CNC(=O)COC(=O)CN2C(=O)C(C)Oc3ccc(C)cc32)cc1 (centres undefined)
17	-3%	8%	i	1%	-9%	23%	26%	-13%	4	O=C(CSc1nc2ccccc2c(=O)[nH]1)c1cccs1
18	1%	31%	i	-5%	-15%	?	?	-14%	10	O=C(CN1CCCc2ccccc21)N1CCc2ccccc21
19	-9%	20%	-7%	6%	-3%	nt	nt	-6%	-1	CSc1nc(C)cc(OCCNS(=O)(=O)c2ccc(C)cc2)n1
20	3%	28%	-1%	11%	0%	11%	5%[2.33 µM]	-15%	6	CCN(CC)CC(=O)NN=C(c1ccccc1)c1ccccc1
21	5%	31%	10%	0%	-27%	6%	13%[0.501 µM]	-22%	5	COCCOc1ccc(C(F)(F)F)cc1NC(=O)CN1C(=O)NC2(CCc3ccccc32)C1=O (centres undefined)
22	3%	27%	-11%	-1%	-13%	-1%	0%	-19%	-2	CCc1ccc(OCC(=O)Nc2ccc3c(c2)COC3=O)cc1
23	1%	66%[activator]	1%	-1%	-25%	12%	10%[12.7 µM]	19%	2	COC(=O)c1c(NC(=O)Cc2cccs2)sc(C)c1C
24	46%[activator]	152%[activator]	i	0%	-14%	83%[activator]	161%[activator]	61%[activator]	-1	CCOC(=O)c1c(-c2ccccc2)oc2ccc(OC(C)=O)cc12
25	-5%	25%	nt	25%	-10%	-1%	-3%	-13%	-3	COc1ccc(C2Nc3ccccc3C(=O)N2NS(C)(=O)=O)c(OC)c1 (centres undefined)
26	0%	?	i	-1%	-23%	50µM*	?	-34%	-2	COc1ccccc1-c1nc(C#N)c(NCc2ccc(F)cc2)o1
27	-1%	43%[activator]	-6%	-2%	7%	10%	4%[59 µM]	-1%	-11	COc1ccc2oc3ccc(OC)cc3c(=O)c2c1
28	-9%	25%	-6%	0%	-14%	-1%	-20%[2.33 µM]	-27%	0	O=C(Cc1cccc(NC(=O)C2CCCN(C(=O)C3CCCCC3)C2)c1)Nc1cccc(C(=O)N2CCCC2)c1 (centres undefined)
29	?	-6%	9%	-5%	-3%	-28%	?	-27%	-10	O=C(c1ccccc1F)c1cc2c(cc1[N+](=O)[O-])OCCO2
30	4%	47%[activator]	-12%	-15%	9%	-2%	14µM*	?	-5	Cc1ccc2nc3sc(C(=O)N4CCOCC4)c(N)c3cc2c1
31	-1%	4%	7%	34%[activator]	-15%	-4%	11µM*	?	0	COc1ccc(C(=O)NC(=S)NNC(=O)Cc2cccs2)cc1
32	-2%	74%[activator]	-6%	3%	-15%	1%	7%[0.501 µM]	16%	-1	COc1ccc(-c2csc(-c3cccnc3)n2)cc1C
33	5%	15%	1%	2%	7%	21%	?	-8%	0	COc1ccc2oc(C(=O)Nc3nc4ccc(S(C)(=O)=O)cc4s3)c(C)c2c1
34	-13%&-2%	29%&17%	-4%	-1%	-12%	-2%	?	-1%&-17%	4	O=C(Nc1ccc(O)c2c(=O)cc(-c3ccccc3Cl)oc12)c1ccc(F)cc1
35	-9%	20%	i	-3%	-23%	5%	?	-11%	2	O=C(c1cc(F)ccc1F)C1CCCN(C(=O)CSc2ccccn2)C1 (centres undefined)
36	-6%	8%	i	13%	-9%	1%	2%[59 µM]	-13%	1	CCOC(=O)c1sc(NC(=O)Cc2ccc(F)cc2)nc1C
37	nt	nt	-9%	-1%	-1%	nt	nt	nt	5	CCCCn1c(N)c(N(Cc2ccccc2OC)C(=O)C(C)Oc2cccc(Cl)c2)c(=O)[nH]c1=O (centres undefined)
38	-1%	21%	-2%	1%	-8%	nt	16%	-1%	0	CC(=O)N1CCN(S(=O)(=O)c2ccc(F)c(Cl)c2)CC1
39	3%	52%[activator]	7%	5%	-14%	-6%	-34%[59 µM]	-6%	-6	Cc1ccc(CNCc2ccccc2)s1
40	0%	33%	i	-3%	-4%	-11%	-31%[12.7 µM]	-15%	1	Cc1nc2nc(COc3ccccc3)[nH]n2c(=O)c1Cc1ccccc1
41	0%	-2%	i	-1%	-27%	?	-8%[59 µM]	?	-1	COCCNC(=S)N1CCc2cc(OC)c(OC)cc2C1COc1cc(C)cc(C)c1 (centres undefined)
42	5%	36%	-9%	30%	1%	-28%	4%[2.33 µM]	-16%	-2	Cc1ccc(S(=O)(=O)N2[C@@H](c3ccccc3)C(C(=O)O)=CC[C@H]2c2cccc(Cl)c2)cc1
43	9%	?	-7%	-13%	-13%	35µM*	45µM*	45µM*	3	CN1Cc2c(N3CCOCC3)nc3sc(C(=O)c4ccc(Br)cc4)c(N)c3c2CC1(C)C
44	-7%	-29%	-9%	-5%	-18%	?	nt	35µM*	19	COc1cccc(CNC2CCCCCCC2)c1OC
45	5%	77%[activator]	i	9%	-2%	18%	7%[12.7 µM]	25%	0	CCOC(=O)c1oc2ccccc2c1NC(=O)c1ccccc1OC
46	5%	21%	-3%	1%	-15%	-24%	20%[59 µM]	-14%	2	COc1ccccc1-n1c(SCC(=O)Nc2cccc(C(=O)O)c2)nnc1-c1ccccc1C
47	-2%	25%	3%	5%	-18%	-20%	-9%	-20%	1	CCN(CC)CCCNc1ncnc2ccccc12
48	0%	25%	-2%&0%	3%&7%	-17%&-8%	?	45µM*	?	0&-3	CCN1CCN(Cc2ccc(NC(=O)c3cc(NC(=O)c4cc(C)on4)cc(OC)c3)cc2C(F)(F)F)CC1
49	3%	-21%	-2%	-4%	-14%	-2%	2.5µM*	-29%	0	CSc1nncc(/C(C)=N\Nc2ccccc2C)n1
50	-2%	-12%	-12%	2%	-8%	?	-11%[2.33 µM]	?	-3	O=C(COC(=O)Cc1ccccc1F)Nc1ccccc1[N+](=O)[O-]
51	36%[activator]	40%[activator]	-2%	-2%	-5%	-17%	?	-30%	3	COc1ccc([N+](=O)[O-])cc1NCC(=O)c1ccc(C)cc1
52	4%	46%[activator]	-4%	?	-9%	nt	nt	16µM*	-2	Cc1ccc(-c2nc(C(=O)NC3CCCCCC3)no2)cc1

These rows are one share of the data; the hit share may differ from the screen's.
